Assay outcomes from PubChem.
CHRM5 antagonist: blocks acetylcholine activation of human M5 receptor; P08912; CHO-hM5 cells, Fluo-8 calcium fluorescence, ACh EC80; inhibition, % at 3 µM; 360,000 tested, 0.59% active; AID 624040;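 active = inhibition above a per-plate cutoff, the mean of that plate's test compounds plus 3 SD, cut at about 27% in these data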;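 note: 0% = acetylcholine EC80 with DMSO and 100% = DMSO without agonist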
Target sequence (P08912 whole entry, looked up): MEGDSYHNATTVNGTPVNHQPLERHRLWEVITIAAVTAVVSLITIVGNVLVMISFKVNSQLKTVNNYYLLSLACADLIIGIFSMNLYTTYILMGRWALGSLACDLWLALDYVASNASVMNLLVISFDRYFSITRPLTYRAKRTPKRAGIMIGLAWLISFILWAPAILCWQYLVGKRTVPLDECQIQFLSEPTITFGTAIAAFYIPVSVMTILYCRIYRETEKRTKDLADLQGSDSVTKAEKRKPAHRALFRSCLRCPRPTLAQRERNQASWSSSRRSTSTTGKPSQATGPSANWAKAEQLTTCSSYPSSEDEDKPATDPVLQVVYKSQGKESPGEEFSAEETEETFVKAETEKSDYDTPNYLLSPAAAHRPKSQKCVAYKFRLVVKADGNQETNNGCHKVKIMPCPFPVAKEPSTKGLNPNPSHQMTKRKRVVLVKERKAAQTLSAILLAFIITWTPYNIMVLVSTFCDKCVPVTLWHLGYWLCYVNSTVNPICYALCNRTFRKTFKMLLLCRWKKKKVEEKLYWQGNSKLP
CHRM4 PAM: potentiates acetylcholine response at human M4 receptor; P08173; CHO-K1 hM4/Gqi5, Fluo-8 calcium fluorescence, ACh EC20; 0% = ACh EC20, 100% = maximal ACh; activation, % at 3 µM; 360,000 tested, 0.4% active; AID 624126;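 active = activation above its plate's cutoff, the mean activation of sample wells plus 3 SD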; note: some results filed as inactive read as strong as hits
Target sequence (P08173 whole entry, looked up): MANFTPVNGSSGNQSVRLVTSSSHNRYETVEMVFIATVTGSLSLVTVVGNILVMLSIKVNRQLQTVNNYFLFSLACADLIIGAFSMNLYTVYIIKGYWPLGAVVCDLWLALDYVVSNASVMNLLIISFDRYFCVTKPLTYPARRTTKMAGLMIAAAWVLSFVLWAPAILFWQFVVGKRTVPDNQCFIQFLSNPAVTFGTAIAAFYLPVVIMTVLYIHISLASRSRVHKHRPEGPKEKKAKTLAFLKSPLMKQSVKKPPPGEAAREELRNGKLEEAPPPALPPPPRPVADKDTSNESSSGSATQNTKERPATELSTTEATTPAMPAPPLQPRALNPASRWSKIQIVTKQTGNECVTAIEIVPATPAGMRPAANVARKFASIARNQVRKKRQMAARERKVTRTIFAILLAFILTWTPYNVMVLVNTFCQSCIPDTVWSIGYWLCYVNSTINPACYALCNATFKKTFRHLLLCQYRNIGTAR
M4 antag: blocks acetylcholine activation of human M4 receptor; CHO-hM4 cells, ACh EC80, Fluo-8 calcium fluorescence; P08173; 360,000 tested, 0.73% active; inhibition, % at 3 µM; AID 624125;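 active = inhibition above its plate's cutoff, the mean inhibition of sample wells plus 3 SD, cut at about 27% in these data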;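 note: 0% = acetylcholine EC80 with DMSO and 100% = DMSO without agonist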
CHRM1 PAM: positive allosteric modulators of human M1 muscarinic receptor; activation, % at 3 µM; AID 588819; 360,000 tested, 0.088% active; CHO-K1 hM1, Fluo-8 calcium fluorescence, ACh EC20; 0% = ACh EC20, 100% = maximal ACh; in the data active = activation above about 19%, passing the limit was not always enough
M5 ag: CHRM5 agonism in calcium assay; CHO-K1 hM5 cells, Fluo-8 calcium fluorescence; 0% DMSO wells, 100% maximal acetylcholine response; activation, % at 3 µM; 360,000 tested, 0.19% active;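 active = activation above the run's mean over test compounds plus 3 SD, cut at about 23% in these data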;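 note: signal is peak over basal fluorescence ratio across the kinetic read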
CRFBP-R2 block: antagonists of CRF-binding protein/CRF-R2 receptor complex | 350,000 tested, 0.59% active | HEK293 CRF-R2/CRF-BP, CRF-induced calcium fluorescence | inhibition, % at 11.8 µM;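 active = inhibition of the ligand-induced calcium signal above about 50% at the single tested concentration, limit read from the data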
M4 ag: agonists of human muscarinic M4 receptor (CHRM4) | P08173 | CHO-K1 hM4/Gqi5, Fluo-8 calcium fluorescence; vehicle 0%, full acetylcholine response 100% | activation, % at 3 µM | 360,000 tested, 0.14% active | AID 624127;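 active = activation above the run mean over all test wells plus 3 SD, cut at about 32% in these data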;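 note: peak over basal fluorescence ratio per well then scaled between controls; 0% = DMSO wells and 100% = acetylcholine at EC100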
CRFR2-BP ag: agonists of human CRF-binding protein/CRF-R2 receptor complex; 350,000 tested, 0.46% active; AID 588473; activation, % at 13.2 µM; HEK293 CRF-R2/CRF-BP, calcium dye fluorescence (FLIPR); percent of saturating CRF peptide response;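 active = activation of at least 50%, plus an integration ratio under a set limit after plate pattern correction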;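 note: plate controls were neutral control wells without compound for no effect and CRF at EC100 for full effect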
M5 PAM: positive allosteric modulators of human muscarinic M5 receptor | P08912 | CHO-K1 hM5, Fluo-8 calcium, ACh EC20 PAM; 0% = ACh EC20, 100% = ACh EC100 | activation, % at 3 µM | 360,000 tested, 0.3% active;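 active = activation above the run cutoff, the mean activation of all test compounds plus 3 SD, cut at about 18% in these data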
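Replicates: One well per compound, no replicates | System: Human M5 receptor in CHO-K1 cells | Benchmarks: Low control EC20 acetylcholine (0%), high control EC100 acetylcholine (100%) | Probe or stimulus: Acetylcholine, EC20 level | Times: Fluo-8 loading 80 min at 37 °C plus 30 min room temperature | Signal: Intracellular calcium via Fluo-8 fluorescence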
* marks the source's active call; other numbers are inactive results; · = no result given.

SMILES	CHRM5 antagonist	CHRM4 PAM	M4 antag	CHRM1 PAM	M5 ag	CRFBP-R2 block	M4 ag	CRFR2-BP ag	M5 PAM
CCc1ccc(C(=O)COC(=O)C(Cc2ccccc2)NC(=O)c2ccc(Cl)cc2)cc1 (configuration not stated)	8	-3	-2	0	-5	-7	-1	9.7	-7
CCOCC(=O)Nc1cc(-c2cn3cccnc3n2)ccc1C	-11	4	-1	10	3	10	1	0.4	8
CCOc1ccccc1N1CCN(C(=O)CNC(=O)c2ccccc2F)CC1	16	-2	2	4	-2	4	2	-1.2	-4
CC(C)=CCN1CCN(C/C(Cl)=C/c2ccccc2)CC1CCO (configuration not stated)	-1	-31	8	-15	-16	-3	2	-1.4	-4
CCOC(=O)C1(Cc2ccccc2)CCCN(Cc2ccccn2)C1 (configuration not stated)	10	-4	-2	5	-2	5	2	-1.2	0
Cc1cc(-c2ccc(Cl)s2)n[nH]1	-2	6	-2	-13	-2	10	0	-1.5	5
Cn1c(-c2ccccc2)c(C(=O)CCl)c2ccccc21	6	-5	-9	8	-7	14	-2	2.0	17
Cc1cccc(C)c1NC(=O)C(c1ccnc2ccccc12)n1c(=O)c(-c2ccco2)nc2ccccc21 (configuration not stated)	10	0	7	·	-2	·	1	·	-3
CCc1nnc2n1N=C(c1ccc(Cl)cc1Cl)CS2	-2	6	-1	13	-5	-8	-1	-0.4	4
O=C(NNC(=O)c1cccnc1)Nc1ccccc1	-5	12	1	1	4	-9	-1	0.2	2
COCCNC(=O)c1snc2ccc(Cl)cc12	10	4	8	5	2	-5	1	-0.2	0
Cc1ccc(C(=O)NCCCNC(=O)c2ccc(C)nc2)cc1	1	1	4	9	0	-3	2	0.5	2
CC(=O)Nc1ccc(-c2nc3ccccc3c(=O)o2)cc1	4	3	5	16	-1	9	-2	1.6	-4
CN(CC(=O)Nc1cccc(F)c1)C(=O)c1cc2c(s1)CCCCC2	2	0	-4	-1	3	-13	4	2.9	0
COC(=O)C1N[C@@H]([C@@H](NC(=O)COc2ccccc2)C(=O)Nc2ccc(OC)cc2)SC1(C)C (some centres not stated)	7	-4	-2	-3	-5	7	18	0.3	-12
COc1ccc(Cc2nc3ccc(C(=O)NCC4COCCO4)cc3o2)cc1OC (configuration not stated)	1	1	11	6	-2	-4	2	0.3	6
CCCC(O)(c1ccc(Cl)cc1)C(CN1CCOCC1)c1ccccc1 (configuration not stated)	1	-1	-14	-21	-5	-9	-3	-0.6	-10
Cc1ccc(S(=O)(=O)N2CCC(=O)N(C(COCc3cccc(C(F)(F)F)c3)Cc3ccccc3)CC2)cc1 (configuration not stated)	5	-2	5	7	1	-12	9	14	-15
NC(=O)NCc1ccccc1	4	12	7	11	2	-8	0	1.1	-2
CCOCCCNC(=O)c1ccc(Cn2c(=S)[nH]c3c([nH]c4ccc(OC)cc43)c2=O)cc1	5	4	1	3	4	3	1	-0.7	1
c1ccc(Oc2ccc(-c3cc(NCCc4cccnc4)n4nccc4n3)cc2)cc1	8	-1	19	-8	-1	·	2	·	-1
COc1ccc(-c2csc(N(CCCN(C)C)C(=O)c3ccc(C(C)(C)C)cc3)n2)cc1	5	2	10	12	0	-36	4	1.1	5
O=C(OC1CCOC1=O)c1ccc(S(=O)(=O)N2CCCCCC2)cc1 (configuration not stated)	4	5	0	2	1	27	1	-0.1	-3
Nc1nc(SCC(=O)NCc2ccc3c(c2)OCO3)n[nH]1	14	-3	2	6	-2	10	1	-0.9	-10
Cc1cccc(C)c1NC(=O)C(c1ccccc1)N1CC(=O)Nc2ccccc21 (configuration not stated)	-8	5	-8	-1	0	-16	1	0.5	-2
O=C(OCc1nc2ccccc2s1)c1ccc([N+](=O)[O-])o1	13	-4	2	19	-2	-16	2	-3.1	8
CCCCc1nc2cc(C(=O)N3CCCCC3COC)ccc2o1 (configuration not stated)	0	16	7	7	1	5	2	-0.4	7
O=C(Nc1ccc(Cl)cn1)C1C(c2ccccc2)C1(Cl)Cl (configuration not stated)	-1	-1	-2	-1	-4	-85	-2	4.1	-8
CC(C)(C)NC(=O)N1CCN(S(=O)(=O)c2ccc3c(c2)CCC3)CC1	7	-5	-2	7	0	-2	1	-1.1	4
CCN(CC)C(=O)[C@H]1CC(CC(=O)NCc2ccco2)C(=O)N2CCc3c([nH]c4ccc(OC)cc34)[C@]12C (some centres not stated)	-7	4	-1	9	-1	-11	0	-5.0	5
O=C(c1ccc(Br)o1)N1CC=C(c2ccccc2)CC1	1	0	-10	3	-6	3	2	-6.2	10
C=CC[C@H]1CC(C)=C[C@H](CC=C)N1	5	2	-2	9	-5	-3	0	-0.4	-8
COc1ccccc1CNS(=O)(=O)c1ccc2c(c1)CC(=O)N2C	3	1	-4	2	-1	9	2	2.6	-2
Cc1c(C(=O)NCc2ccc(C(C)C)cc2)sc(=O)n1Cc1ccc(S(=O)(=O)N(C)C)cc1	24	-11	5	-21	6	·	16	·	-24
Cc1ccc(NC(=O)NNC(=O)c2cccs2)cc1	25	8	12	-2	-4	12	0	3.0	-7
OCC1(Cc2cccc(Cl)c2)CCCN(Cc2sc(N3CCCC3)nc2Cl)C1 (configuration not stated)	7	-23	24	2	-4	-31	3	-0.5	-1
COc1ccc(S(=O)(=O)N(C)CC(=O)NCc2ccc3c(c2)OCO3)cc1	-2	-5	-5	-2	-1	-1	0	-1.0	2
O=C(NCCc1ccccc1)C(=O)NCC1OCCCN1S(=O)(=O)c1ccc(F)cc1 (configuration not stated)	21	3	-11	1	-4	-4	4	-1.5	-5
Cc1ccc(CNC(=O)c2ccc(Cl)c(S(N)(=O)=O)c2)n1C	14	-5	8	0	-1	-3	0	1.1	-5
CC(=O)c1cccc(CN2CCCC(N3CCN(c4ccccc4F)CC3)C2)c1 (configuration not stated)	-7	2	-2	-4	-7	-2	0	-0.8	3
CCOC(=O)c1c(NC(=O)CN2C(=O)C(=O)N(CC(C)C)C2=O)sc(C)c1CC	-10	6	-6	10	2	-2	1	-0.2	7
NS(=O)(=O)c1cccc(NS(=O)(=O)c2cccc(C(F)(F)F)c2)c1	3	-2	6	6	-1	-7	0	0.5	-4
Fc1ccc(-c2ncc3ccccn23)cc1	2	2	-18	5	-4	-5	0	-1.8	5
CCC(=O)Oc1ccc(NC(=O)CSCc2ccccc2)cc1	4	2	6	-4	-2	25	0	-0.3	-4
O=C(c1ccccc1NS(=O)(=O)c1ccc(F)cc1)N1CCOCC1	17	-4	2	-3	-3	6	1	-0.1	-8
COc1ccc(CCNC(=O)c2cccc(S(=O)(=O)N3CCCCC3)c2)cc1	1	1	-4	4	5	-3	9	1.7	8
O=C1NN(c2ccc(Cl)cc2)C(=O)/C1=C\c1ccc(-c2cccc(C(=O)O)c2)o1	19	-8	4	-2	2	2	13	-2.0	-15
Cc1nnc2n(-c3ccccc3)c(=O)c3ccccc3n12	-7	1	4	6	6	-3	1	-0.7	9
CCOCCCNC(=O)c1c(N)n(-c2ccc3c(c2)OCO3)c2nc3ccccc3nc12	18	-14	-9	4	1	-3	4	-0.8	-4
CC(=O)Nc1ccc(NC(=S)Nc2ccc(F)cc2)cc1	0	-4	2	1	-1	5	1	-1.1	-5

Going on with the list.
SMILES	CHRM5 antagonist	CHRM4 PAM	M4 antag	CHRM1 PAM	M5 ag	CRFBP-R2 block	M4 ag	CRFR2-BP ag	M5 PAM
CCN(CCCNC(=O)CCNC(=O)Cn1cnc2ccccc2c1=O)c1cccc(C)c1	2	5	-2	0	-4	9	0	-1.5	-12
CCc1ccccc1NC(=O)N1C2CCCC1CC(NC(C)=O)C2 (configuration not stated)	3	-7	-3	1	-3	-25	0	2.8	-3
CCSc1nnc2c3cc(CC)ccc3n(C)c2n1	10	2	-14	7	-5	-13	-1	-2.8	8
Cn1cc(-c2cnc3c(NC=O)cc(-c4cccc(C(F)(F)F)c4)cn23)cn1	2	0	6	-3	0	·	7	·	-2
COc1ccc(-c2cc(=O)oc3cc(OC(C)C(=O)O)ccc23)cc1 (configuration not stated)	-7	10	4	6	-1	-8	1	0.3	2
Cc1ccc(C23CC4CC(CC(CN)(C4)C2)C3)cc1	8	4	-8	3	4	-16	18	4.5	4
COc1cc(NC(=O)COC(=O)CCc2cc(OC)c(OC)c(OC)c2)cc(OC)c1	-2	0	-5	1	-3	9	5	-0.5	0
CC12CCC(=O)N1C(C(=O)NNC(=O)c1ccc(F)cc1)CS2 (configuration not stated)	5	0	-7	-1	1	-4	1	0.6	-1
O=C1c2ccccc2-c2nnc(-c3ccccc3)cc21	-6	7	-4	6	-4	17	2	-0.6	10
CC(C)(C)C(=O)NC(=S)Nc1sc2c(c1C(N)=O)CCC2	4	8	-1	3	0	-2	3	-0.5	0
CCC(=O)N1CCCC1(C)C(=O)NCc1ccc(SC)cc1 (configuration not stated)	2	5	-8	9	0	·	1	·	1
O=S(=O)(NCCC1=CCCCC1)c1c(Cl)cccc1Cl	5	4	-4	5	-9	1	-3	0.1	-12
COCCNC(=O)c1onc(CSc2ccc(F)cc2)c1C(=O)NCCOC	8	5	5	6	0	-3	0	-0.2	6
CC(=O)N1CCc2c(sc(NC(=O)CS(=O)(=O)c3ccc(F)cc3)c2C(N)=O)C1	0	1	5	5	-3	2	0	1.1	4
Cc1nc(=O)c(-c2ccccc2)c(C)n1-c1ccccc1C(=O)O	0	1	3	14	1	17	1	-1.1	1
O=C(CCCC1=NS(=O)(=O)c2ccccc2N1)N1CCN(c2ccc([N+](=O)[O-])cc2)CC1	10	-2	-4	-8	-5	4	0	-0.6	-1
O=C1/C(=C/c2cccnc2)SC(=S)N1c1ccccc1	1	6	-5	5	-2	12	2	2.4	3
COc1ccc(/C=N/NC(=O)c2cccc(Br)c2)cc1Cn1cc(Cl)cn1	-5	3	-14	-5	-13	10	3	-0.3	-24
CCC(CC)NC(=O)c1cccc(Oc2ccccc2)c1	11	3	-5	-5	-8	-2	-2	-3.6	-1
Cc1ccc[n+](CC(=O)c2cc3ccccc3oc2=O)c1	-3	-3	10	-35	-7	-7	1	0.5	-2
COc1ccc(Cl)cc1NC(=O)Cn1c(C)csc1=O	5	4	-3	3	4	2	1	0.4	0
O=C(CCNC(=O)c1ccccc1Cl)NC1=NCCS1	-2	3	-4	-5	0	-3	0	2.1	3
